KAT2A inh: GCN5L2 (KAT2A) acetyltransferase inhibition. Q92830. GCN5L2 HAT assay, ThioGlo1 CoA-SH fluorescence. Potency, µM (series often up to 58.9 µM), without a hit: at the top dose activity change, negative = inhibition, most hits filed as inhibitors. 390,000 compounds, 0.21% hits
Target sequence (Q92830 whole entry, looked up): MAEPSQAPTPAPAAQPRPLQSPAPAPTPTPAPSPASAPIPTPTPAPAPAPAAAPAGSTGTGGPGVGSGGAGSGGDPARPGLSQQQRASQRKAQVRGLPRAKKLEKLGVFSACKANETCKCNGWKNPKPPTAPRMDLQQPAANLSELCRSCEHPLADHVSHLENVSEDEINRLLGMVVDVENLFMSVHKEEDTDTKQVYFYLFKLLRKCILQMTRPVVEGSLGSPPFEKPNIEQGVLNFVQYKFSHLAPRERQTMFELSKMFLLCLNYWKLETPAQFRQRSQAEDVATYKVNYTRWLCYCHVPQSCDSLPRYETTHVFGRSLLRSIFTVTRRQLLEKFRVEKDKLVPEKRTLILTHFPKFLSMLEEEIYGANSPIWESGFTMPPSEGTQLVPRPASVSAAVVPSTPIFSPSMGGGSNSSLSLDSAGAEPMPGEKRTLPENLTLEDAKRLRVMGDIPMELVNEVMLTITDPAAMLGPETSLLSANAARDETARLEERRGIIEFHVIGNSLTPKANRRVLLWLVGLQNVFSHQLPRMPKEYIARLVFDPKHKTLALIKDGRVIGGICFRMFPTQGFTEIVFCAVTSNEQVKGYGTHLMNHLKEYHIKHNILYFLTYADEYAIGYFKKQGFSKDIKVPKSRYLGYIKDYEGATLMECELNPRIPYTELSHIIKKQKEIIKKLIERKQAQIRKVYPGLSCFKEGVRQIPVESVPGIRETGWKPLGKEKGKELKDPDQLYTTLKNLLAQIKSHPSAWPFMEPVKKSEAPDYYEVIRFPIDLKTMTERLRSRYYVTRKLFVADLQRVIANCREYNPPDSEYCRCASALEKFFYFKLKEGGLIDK
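qHTS, 1536-well. 20nM enzyme, pH 7.5 HEPES/EDTA/Tween-20 buffer; 15 min compound preinc., RT. Start: 75uM H3(1-25), 70uM AcCoA, 50uM ThioGlo1. Read Ex340/Em540 at t=0 (autofluorescence flag) and t=20 min.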
N370S GC: N370S glucocerebrosidase modulation, Gaucher chaperone candidate; P04062; N370S GC spleen homogenate, 4MU-glucoside fluorescence; Potency, µM (titrated, usually from 59.4 µM), for the others: at the highest dose activity change, negative = inhibition, usual class: inhibitors; 330,000 compounds, 0.092% hits;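 note: 0% = full enzyme activity and -100% = no enzyme basal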
FEN1 inh: human FEN1 inhibition. P39748. Recombinant FEN1 flap cleavage, fluorescence, 15 min. Potency, µM (doses to about 114 µM), for inactives: at the top dose activity change, negative = inhibition, actives largely listed as inhibitors. 390,000 compounds, 0.35% hits. AID 588795; note: nearly all actives have a fitted effect of over 65% in size
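Compounds are tested as a concentration series against 10 nM FEN1; after a 15 min room-temperature preincubation, 50 nM substrate starts cleavage, with plate reads at 0 and 15 min. Normalized responses are fitted by a Hill equation.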
* = called active by the depositor; ? = inconclusive; / = no result given; [ ] = another dose, or the depositor's remark. Calls come from the whole dose curve; as a rule, active = well fitted curve in the direction sought with a large enough effect; inconclusive = small, poorly fitted or top-dose-only effect, or another doubt; inactive = no such curve, though single readings can be large; an effect the other way counts as inactive or inconclusive. Unless noted, % is set by controls: 0 for no effect and ±100 for the full control effect; potency is the fitted concentration of half-maximal effect. This is a random part of the collection; 0.54% or so of the library scored in one or more.

SMILES | KAT2A inh | N370S GC | FEN1 inh
CN(C)c1ccc(C2Nc3ccccc3C(=O)N2NS(C)(=O)=O)cc1 (stereo not drawn) | ? | -15.0% | -5.7%
Clc1ccc2c(c1)-c1nnc(Br)n1-c1ccccc1S2 | -4.7% | 21.4% | -21.8%
COc1ccc(Cl)cc1NC(=O)CSc1nnc(Cc2ccc(C)cc2)c(=O)[nH]1 | -6.2% | 1.1% | 3.1%
Cc1c(Cl)cccc1NC(=O)Nc1ccc2snnc2c1 | -11.7% | / | 7.6%
CCOC(=O)c1cc(S(=O)(=O)N2CCN(Cc3ccccc3)CC2)cn1C | ? | -2.9% | -13.9%
O=C(O)c1cc(-n2c(/C=C\c3ccc(F)cc3)nc3ccccc3c2=O)ccc1Cl | -4.9% | / | 4.3%
O=C(Nc1ccccc1)C1CC=CCC1C(=O)OCC1CCCO1 (stereo not drawn) | -8.5% | 3.5% | -0.7%
Cc1noc(C)c1COC(=O)C1CC(O)CN1S(=O)(=O)c1ccc(Cl)cc1 (stereo not drawn) | -1.3% | -10.8% | 12.7%
O=C(C[C@@H]1C/C=C/CC[C@@H](Cc2ccc(F)cc2)C(=O)OC[C@H](Cc2ccccc2)NC1=O)N[C@H](CO)Cc1ccccc1 | -1.2% | / | 16.9%
O=S(=O)(NCCCCNS(=O)(=O)c1c(F)cccc1F)c1ccc2c(c1)OCCO2 | -2.2% | / | 13.6%
Cc1noc(C)c1CSc1nc2sc(C)c(C)c2c(=O)n1-c1ccccc1 | 1.9% | 27.5% | 8.4%
O=C(NCCN1CCOCC1)C(=O)NCC1OCCN1S(=O)(=O)c1ccccc1 (stereo not drawn) | ? | 2.0% | 17.7%
S=C(NCc1ccccc1)Nc1ccncc1 | -2.3% | -21.3% | -11.4%
Cc1onc(-c2ccccc2)c1C(=O)N1CC(C)OC(C)C1 (stereo not drawn) | -8.1% | -20.1% | 0.6%
Cc1ccc(C2N=C(N)Nc3nc(=O)c4ccccc4n32)cc1 (stereo not drawn) | -2.9% | 0.4% | 0.2%
COc1ccccc1-c1cc(C(F)(F)F)nc(NCc2cccs2)n1 | -9.4% | 13.1% | -22.8%
CCOC(=O)C1CCN(Cc2ccc3ccccc3c2)CC1 | ? | -5.2% | -19.5%
CC(=O)NCC(=O)OCC(=O)Nc1nc(-c2ccccc2)cs1 | -2.3% | 3.1% | -10.8%
COc1ccc(Cl)cc1NC(=S)N1CCN(C(=O)c2ccco2)CC1 | -3.6% | 23.4% | -12.0%
CC1CC(C)CN(c2oc(Cc3ccccc3)nc2C#N)C1 (stereo not drawn) | -2.0% | ? | -5.4%
COc1ccc(NC(=O)C2CC(=O)N(c3ccccc3Cl)C2)c(OC)c1 (stereo not drawn) | -0.4% | 9.2% | -3.0%
C/C(=N\NC(=O)Cc1c[nH]c2ccccc12)c1ccc2ccccc2c1 | -6.3% | -3.0% | 3.6%
CCOC(=O)c1sc2nc(NC(=O)C3CCCCC3)sc2c1C | -5.4% | -0.4% | 20.8%
O=C(CCN1C(=O)c2ccccc2S1(=O)=O)Nc1cccc2ccccc12 | 0.0% | -9.6% | 7.0%
CC(C)C1S/C(=N/N=C/c2cccs2)NC1=O (stereo not drawn) | -10.5% | -27.2% | 0.8%
COc1cc(OC)c(C(=O)Nc2ccncc2)cc1OC | -6.1% | ? | -18.8%
COc1cc(C(=O)NCC(=O)N2CCN(S(=O)(=O)c3cc(C)ccc3C)CC2)cc(OC)c1OC | -15.0% | -7.7% | 5.0%
CC1CCCN(C(=O)c2nn(C)c3c2CS(=O)(=O)c2ccccc2-3)C1 (stereo not drawn) | -2.7% | -0.3% | -2.0%
Cc1ccccc1C(=O)Nc1ccccc1N1CCCCC1 | -1.1% | -3.4% | 5.1%
COc1ccc(N2CCN(c3oc(/C=C/c4cccc(OC)c4)nc3C#N)CC2)cc1 | 2.7% | / | -5.4%
CC1CC(Nc2ccccc2N)=CC(=O)O1 (stereo not drawn) | -1.8% | 3.5% | -9.0%
CC(C)n1c(-c2cccs2)nc2ccccc21 | 2.9% | -18.6% | -5.1%
c1ccc(-n2c(-c3ccncc3)nnc2N2CCOCC2)cc1 | -1.6% | -1.1% | -6.0%
COc1cc2[nH]c(=S)n(CCN3CCCCC3C)c(=O)c2cc1OC (stereo not drawn) | -13.8% | -0.1% | 0.7%
CCOC(=O)NC(C(Cl)(Cl)Cl)S(=O)(=O)c1ccccc1 (stereo not drawn) | -7.4% | 9.8% | -1.6%
Cc1ccc(C2CC(=O)Oc3cc(C)cc(C)c32)cc1 (stereo not drawn) | -7.0% | / | ?
CCO[C@H]1OC(C(=O)Nc2ccccc2)=C[C@@H](c2cn(C(C)=O)c3ccccc23)[C@@H]1CCCO | -0.4% | 3.0% | -3.2%
O=C(Cc1cn(Cc2cccc(Cl)c2)c2ccccc12)N1CCCC1 | -0.4% | 9.3% | -19.4%
O=C(NC(=S)N1CCOCC1)C12CC3CCC(CC(C3)C1)C2 | 5.0% | -4.1% | 3.4%
CC(=O)Nc1ccc(NC(=O)CSc2ccc(-c3sc(C)nc3C)nn2)cc1 | -0.8% | -1.5% | 7.9%
CCN(CC)C(=O)Cn1ncc2c1-c1ccccc1OC2 | 1.2% | 5.7% | 18.8%
Cc1ccc(Cn2c(SCC(=O)NCc3ccccc3Cl)nc3ccsc3c2=O)cc1 | 2.1% | / | -4.6%
CCOC(=O)c1ccc(Nc2nnc(C)c3ccccc23)cc1 | -2.3% | -4.0% | -5.6%
CCOc1ccc(NS(=O)(=O)c2ccc(NC(=O)c3ccccn3)cc2)cc1 | -3.3% | / | -5.9%
CC(C)(C)SCCNC(=O)/C=C/c1ccc([N+](=O)[O-])cc1 | -1.1% | -2.0% | 4.5%
CN1CCN(c2ccc(S(=O)(=O)N3CCCCC3)cc2NC(=O)COc2cccc(Cl)c2)CC1 | -5.7% | -10.4% | -23.8%
CC(C)CNC(=S)NNC(=O)c1csc2c1CCC(C)C2 (stereo not drawn) | -0.3% | ? | -0.9%
O=C(CSc1nnc(-c2ccncc2)n1Cc1ccco1)Nc1ccccc1Cl | 10.3% | -1.2% | -11.0%

16 of the compounds above, comma-delimited.
SMILES,KAT2A inh,N370S GC,FEN1 inh
COc1ccc(N2CCN(c3oc(/C=C/c4cccc(OC)c4)nc3C#N)CC2)cc1,2.7%,/,-5.4%
CC1CC(Nc2ccccc2N)=CC(=O)O1 (stereo not drawn),-1.8%,3.5%,-9.0%
CC(C)n1c(-c2cccs2)nc2ccccc21,2.9%,-18.6%,-5.1%
c1ccc(-n2c(-c3ccncc3)nnc2N2CCOCC2)cc1,-1.6%,-1.1%,-6.0%
COc1cc2[nH]c(=S)n(CCN3CCCCC3C)c(=O)c2cc1OC (stereo not drawn),-13.8%,-0.1%,0.7%
CCOC(=O)NC(C(Cl)(Cl)Cl)S(=O)(=O)c1ccccc1 (stereo not drawn),-7.4%,9.8%,-1.6%
Cc1ccc(C2CC(=O)Oc3cc(C)cc(C)c32)cc1 (stereo not drawn),-7.0%,/,?
CCO[C@H]1OC(C(=O)Nc2ccccc2)=C[C@@H](c2cn(C(C)=O)c3ccccc23)[C@@H]1CCCO,-0.4%,3.0%,-3.2%
O=C(Cc1cn(Cc2cccc(Cl)c2)c2ccccc12)N1CCCC1,-0.4%,9.3%,-19.4%
O=C(NC(=S)N1CCOCC1)C12CC3CCC(CC(C3)C1)C2,5.0%,-4.1%,3.4%
CC(=O)Nc1ccc(NC(=O)CSc2ccc(-c3sc(C)nc3C)nn2)cc1,-0.8%,-1.5%,7.9%
CCN(CC)C(=O)Cn1ncc2c1-c1ccccc1OC2,1.2%,5.7%,18.8%
Cc1ccc(Cn2c(SCC(=O)NCc3ccccc3Cl)nc3ccsc3c2=O)cc1,2.1%,/,-4.6%
CCOC(=O)c1ccc(Nc2nnc(C)c3ccccc23)cc1,-2.3%,-4.0%,-5.6%
CCOc1ccc(NS(=O)(=O)c2ccc(NC(=O)c3ccccn3)cc2)cc1,-3.3%,/,-5.9%
CC(C)(C)SCCNC(=O)/C=C/c1ccc([N+](=O)[O-])cc1,-1.1%,-2.0%,4.5%

Next part.
SMILES | KAT2A inh | N370S GC | FEN1 inh
Cc1cccc(C)c1N1CCc2cn[nH]c21 | -3.0% | 9.2% | -0.2%
Cc1onc(-c2ccccc2Cl)c1C(=O)N(Cc1nc(-c2ccccc2)no1)C1CCCCC1 | -2.2%[0.501 µM] | 2.1% | -25.3%
CCN(CC)c1ccc(NC(=O)CSc2nc(C)cc(=O)[nH]2)cc1 | 1.2% | -19.9% | -1.5%
CCOc1ccc(N2CC(C(=O)NCCc3ccc(S(N)(=O)=O)cc3)CC2=O)cc1 (stereo not drawn) | 0.5% | 0.9% | -1.5%
Cc1nc2ncnn2c(C)c1CCC(=O)N1CCOCC1 | -3.3% | 4.4% | -5.8%
COc1ccc(NC(=O)c2ccc3ncsc3c2)cc1 | -4.2% | -0.2% | 6.2%
CCN(CC)C(=O)C1=C(C)NC(=O)NC1c1c(F)cccc1Cl (stereo not drawn) | 3.4% | -0.7% | -2.4%
COc1ccc(C(=O)Cn2nnc(-c3cccs3)n2)cc1 | -3.6% | 4.4% | 6.7%
C=C1C[C@@]23CCC4[C@@](C)(CCC[C@@]4(C)C(=O)O)C2CC[C@]1(O)C3 (stereo partly drawn) | 0.0% | / | 4.6%
COc1cccc(C(=O)N(CN2CCCC2=O)c2ccccc2OC)c1 | 1.9% | -13.7% | -3.3%
COc1c2ccoc2nc2c(OC)cccc12 | 0.0% | 4.6% | 9.4%
Cc1onc(-c2ccccc2)c1C(=O)NCC1COc2ccccc2O1 (stereo not drawn) | -15.4% | -9.9% | 2.9%
CCCCC(=O)Nc1nnc(CCOC)s1 | 0.7% | -19.9% | 18.6%
CCOc1cccc2sc(N(CCCN(C)C)C(=O)c3ccc(C(=O)c4ccccc4)cc3)nc12 | -3.6% | -29.1% | -21.6%
CC(C)C(C(=O)Nc1ccccc1)N1C(=O)c2ccccc2C1=O (stereo not drawn) | -2.4% | 5.0% | 7.1%
C/C(=N\N1CCN(c2ccccc2)CC1)c1ccc(O)cc1 | -0.4% | -15.7% | 0.0%
NNC(=O)c1nn(-c2ccc(Cl)cc2)cc1O | -12.4% | -22.0% | -7.1%
CCOc1ccc(-c2cccc(NC(=O)c3cccs3)c2)nn1 | 2.7% | -2.2% | -6.9%
Cn1nnnc1SCCNCc1cccc2ccccc12 | -4.5% | -18.6% | -12.3%
CCn1c2ccccc2c2cc(/C=N/n3c(-c4cc(C)[nH]n4)n[nH]c3=S)ccc21 | -20.4% | -3.7% | ?
CCC[C@H](NC(=O)[C@H](CC(C)C)N(C)C(=O)CNC(=O)[C@@H](NC(=O)[C@H](Cc1ccccc1)NC(=O)[C@H](CCCCN)NC(=O)[C@@H](N)CC(=O)O)C(C)C)C(N)=O | -0.6% | -5.3% | /
CCc1cccc(NC(=O)CN(c2ccc(OC)cc2)S(=O)(=O)c2c(C)n[nH]c2C)c1 | 0.9% | 5.6% | -21.6%
O=C(Cn1nc(-c2cccc(Cl)c2)ccc1=O)Nc1ccccc1Br | -3.0% | 13.4% | 1.7%
O=C(/C=C/c1ccco1)Nc1cccc(S(=O)(=O)N2CCOCC2)c1 | 1.8% | -1.4% | -7.2%
COc1ccc(-c2c(C)oc3cc(O)cc(O)c3c2=O)cc1OC | -5.8% | -1.0% | -21.4%
CCCCC(=O)Nc1ccc(C(=O)OCc2cc(=O)n3nc(C4CC4)sc3n2)cc1 | -5.3% | / | 15.9%
CC1CC1C(=O)OCC(=O)Nc1ncc(Cl)cc1Cl (stereo not drawn) | -12.0% | -10.7% | -13.0%
COc1ccccc1NC(=O)C1CCN(S(=O)(=O)c2ccc3c(c2)NC(=O)C(C)S3)CC1 (stereo not drawn) | -6.0% | -9.5% | 1.1%
Cc1cccc(NC(=O)Cn2nc3c4ccccc4n(Cc4ccccc4)cc-3c2=O)c1 | -7.5% | / | -12.0%
O=S(=O)(c1ccccc1)N1CCC2(CCCN(c3cccc(-c4ccccc4)c3)C2)CC1 | -9.3% | 6.0% | /
COc1ccc(NC(=O)c2sc3nc4c(cc3c2N)CCCCCC4)cc1OC | -4.2% | / | -18.6%
O=C1C(C=NCCCN2CCOCC2)=C(O)c2ccccc21 | -7.4% | -0.5% | 4.5%

High-throughput results: PubChem BioAssay, National Center for Advancing Translational Sciences (NCATS)
